Xi reactivation = activators of X-chromosome reactivation in mouse fibroblasts; XiGFP mouse fibroblasts, % GFP-positive cells imaging, 3 d; cells co-treated with 5-aza-dC sensitizer; scaled so ellipticine positive control = 100%; activation, % at 7.58 µM; hit rate 0.055% among 360,000; AID 743238;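 active means mean normalized replicate activation at least 10% and every replicate at or above 10%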;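 further: 0% = median of on-plate neutral control wells and 100% = ellipticine 6 µM median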
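System: SV40-immortalized XiGFP fibroblast cells, line 68-5-11 / Incubation: 3-day compound exposure, then 15 min fixation at room temperature / Compound: single concentration per compound, delivered by pin transfer / Buffer or medium: DMEM plus 5-aza-dC sensitizer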
Cneo AK release = causes C. neoformans cell lysis | lysis activity, % at 15 µM | adenylate kinase release luminescence, 4 h; normalised: neutral wells 0, clomiphene wells 100 | hit rate 0.2% among 360,000;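 active means mean lysis activity across replicates of at least 80%, whatever share of replicates individually reach that level; inactive means mean lysis activity below 80%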
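Material: C. neoformans cells | Amount: Yeast cell density of 5 × 10^6 cells/mL | Medium: Fresh YPD growth medium | Dosing: Single dose | Times: Static 4 h at 37 °C with compound, 1 h detection | Detection: AK luminescence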
C2C12 statin = protects C2C12 myotubes from simvastatin toxicity; ATP luminescence, 48 h; scaled: DMSO 0, geranylgeraniol control 100; rescue of ATP level, % at 7.49 µM; hit rate 0.78% among 330,000;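 active means mean ATP rescue above about 67%, or every replicate alone reaching that limit, limit read from the data, passing the limit was not always enough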;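 further: myotubes were challenged with 10 µM simvastatin during compound exposure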
SIRT5 inh = blocks human SIRT5 desuccinylation of peptide | Q9NXA8 | Purified SirT5, succinyl-peptide AMC, trypsin-coupled fluorescence | inhibition, % at 15 µM | hit rate 1.1% among 330,000; in the data active means inhibition above about 15%
Target sequence (Q9NXA8 whole entry, looked up): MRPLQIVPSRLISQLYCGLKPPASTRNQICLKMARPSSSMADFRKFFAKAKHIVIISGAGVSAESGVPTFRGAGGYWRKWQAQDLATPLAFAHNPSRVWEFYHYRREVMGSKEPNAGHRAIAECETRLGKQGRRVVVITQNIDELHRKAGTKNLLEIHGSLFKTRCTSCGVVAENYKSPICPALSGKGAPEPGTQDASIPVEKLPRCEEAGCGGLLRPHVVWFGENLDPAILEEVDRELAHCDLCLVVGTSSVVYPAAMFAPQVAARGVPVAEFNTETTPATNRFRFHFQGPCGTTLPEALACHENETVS
PGC1a acetyl inh = PGC1a acetylation modulation, inhibitor mode; U2OS PGC1a acetylation, AlphaScreen anti-acetyl-lysine; with virally co-expressed GCN5 acetyltransferase; inhibition, % at 15.6 µM; hit rate 0.17% among 350,000; AID 651687;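 active means every replicate shows inhibition of at least 40%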;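 further: 0% = neutral control wells and 100% = positive control wells; some results beyond the cut were filed as inactive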
S100A4 MyoIIA = blocks human S100A4 binding to myosin IIA peptide | S100A4/TAMRA-MyoIIA peptide fluorescence polarization | P26447 | hit rate 0.14% among 360,000 | inhibition, % at 10.7 µM;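 active means mean inhibition of at least 70% across replicates, with every replicate also reaching that level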
Target sequence (P26447 whole entry, looked up): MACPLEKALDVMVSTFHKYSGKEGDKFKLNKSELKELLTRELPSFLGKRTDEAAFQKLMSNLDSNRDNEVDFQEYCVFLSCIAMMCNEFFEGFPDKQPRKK
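Material: S100A4 monomer (human). Medium: Calcium-containing HEPES buffer, pH 7.2. Probe or stimulus: labelled myosin peptide probe, 5 nM. Compound dosing: one concentration per compound. Timing: polarization read 5 min after assay mix addition, stable 5–60 min. Benchmarks: DMSO as neutral control, TFP as positive control.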
LGR2 antag = inhibitors of bursicon-induced Drosophila LGR2 receptor cAMP signaling; HEK293 LGR2, CRE-luciferase, bursicon-stimulated, 4 h; inhibition, % at 9.99 µM; hit rate 0.35% among 380,000; AID 720647;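 active means drop in luminescence signal, shown as inhibition above about 50% in the replicate tests, limit read from the data, passing the limit was not always enough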;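 further: agonist challenge used bursicon conditioned medium at about half maximal strength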
ERAP1 HTS inh = inhibitors of human ERAP1 aminopeptidase | recombinant ERAP1, Leu-AMC fluorescence, 60 min | Q9NZ08 | AID 652197 | hit rate 0.15% among 340,000 | inhibition, % at 10.7 µM;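 active means mean replicate inhibition of at least 30%, or all replicates individually reaching that 30% level; inactive means mean below 30% and not every replicate reaching it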;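 further: 0% = neutral control wells and 100% = L-leucinethiol positive control wells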
The depositor's hits bear a star; . = no result given. Not all compounds are listed. The share of hits here may be higher or lower than overall.

SMILES	Xi reactivation	Cneo AK release	C2C12 statin	SIRT5 inh	PGC1a acetyl inh	S100A4 MyoIIA	LGR2 antag	ERAP1 HTS inh
O=C(CC1C(=O)NCCN1Cc1c(F)cccc1Cl)NCCCOc1cccnc1 (configuration not stated)	0.2	0	6	-2	10	3	6	-1
COc1ccc(C(=O)c2oc3ccc(OC)cc3c2N)cc1	-0.1	1	-19	0	-12	13	.	0
C[C@@H]1CN([C@@H](C)CO)S(=O)(=O)c2ccc(/C=C/c3ccccc3)cc2O[C@@H]1CN(C)C(=O)NC1CCCC1	-0.5	6	93*	20*	-8	-12	11	-1
C[C@@H]1CN([C@H](C)CO)C(=O)c2cc(NC(=O)Cc3ccccc3)ccc2O[C@H]1CN(C)C(=O)Nc1ccccc1	0.0	2	3	5	-2	10	-10	-2
O=C(/C=C/c1ccco1)N1CCN(c2ncccn2)CC1	0.1	-2	.	.	16	.	-26	.
O=C(CN1CCN(S(=O)(=O)c2ccc(Cl)cc2)CC1)NC1CC1	0.0	0	.	-1	.	4	10	0
Cc1[nH]c(C)c(S(=O)(=O)NCCc2ccccc2)c1C(=O)N1CCCC1	0.1	-1	0	-4	7	-1	-5	6
COc1ccc(OC)c(NC(=S)NCCSc2ccc(C)cc2)c1	-0.3	.	.	-4	.	4	12	-1
C#CCOCCOCCOCCNc1nc(N2CCN(C(=O)CCCCCCCCCCNC(=O)Cn3cc(C[C@@H](C)O)nn3)CC2)nc(N2CCN(C(=O)CCCCCCCCCCNC(=O)[C@H](CCCCN)n3cc(CCCC(=O)O)nn3)CC2)n1	0.0	0	4	-3	-5	-5	10	3
O=C1N/C(=C\c2ccc(O)cc2)C(O)=C1C=NCc1ccccc1	0.0	-8	25	.	17	.	-3	.
O=[N+]([O-])c1ccc(-c2ccc(S(=O)(=O)N3CCOCC3)cc2)cc1	0.0	0	3	-1	-11	33	-3	-5
Cc1ccc(NC(=O)C2CCN(C(=O)NCc3ccccc3)CC2)cc1C	0.2	-1	12	2	.	51	0	2
O=[N+]([O-])c1cccc(C=NN=Cc2ccccc2O)c1	0.1	.	.	1	.	-1	-29	3
COc1ccc(S(=O)(=O)N(C)C[C@@H]2Oc3c(NC(=O)c4ccncc4)cccc3C(=O)N([C@H](C)CO)C[C@@H]2C)cc1	0.1	-3	-58	3	8	-7	1	4
CCN(CC(=O)Nc1sc2c(c1C#N)CCC(C)C2)Cc1nc2ccccc2c(=O)[nH]1 (configuration not stated)	0.0	.	.	1	-12	-1	5	0
O=C(OCC(=O)N1CCN(Cc2ccccc2)CC1)c1ccc(Cl)cc1	0.2	.	.	-2	-1	3	.	-5
CC(=O)N=c1sccn1CC(O)c1ccc(Br)cc1 (configuration not stated)	0.5	3	-16	-5	2	-22	-3	-3
Cc1noc(C)c1NC(=O)Nc1ccc2c(c1)C(=O)N([C@H](C)CO)C[C@@H](C)[C@H](CN(C)C(=O)Nc1ccc(C(F)(F)F)cc1)O2	-0.1	5	-13	3	6	4	5	-6
CCN(CC)C(=O)C(Oc1ccc(C)nc1[N+](=O)[O-])c1ccccc1 (configuration not stated)	0.1	-1	-13	-3	13	3	-1	-2
COc1ccc2c3c(n(C)c2c1)[C@@H](CO)N(C(=O)C1CC1)CC31CCN(Cc2cccc(F)c2)CC1	0.1	.	.	0	0	10	4	1
C[C@@H]1CN([C@H](C)CO)C(=O)c2cccc(NC(=O)C3CCOCC3)c2O[C@H]1CN(C)Cc1ccc(C(F)(F)F)cc1	0.1	1	7	-4	0	2	13	4
Cc1ccc(-c2nc(N/N=C/c3ccccc3[N+](=O)[O-])c3ccccc3n2)cc1	.	-4	-105	.	8	.	-49	.
Cc1ccc(N2CN(CCc3ccccc3)CNC2=S)cc1	-0.1	-2	-13	-1	-2	16	-9	3
Cc1ccc(S(=O)(=O)NNC(=O)c2cccnc2)cc1	0.1	-2	0	2	.	-1	1	5
O=C(Cn1c(-c2cncs2)nc2ccccc21)NCCc1ccccc1	0.2	-1	29	-5	5	2	-6	-2

The final 3 entries of the section before open the next one.
SMILES	Xi reactivation	Cneo AK release	C2C12 statin	SIRT5 inh	PGC1a acetyl inh	S100A4 MyoIIA	LGR2 antag	ERAP1 HTS inh
Cc1ccc(N2CN(CCc3ccccc3)CNC2=S)cc1	-0.1	-2	-13	-1	-2	16	-9	3
Cc1ccc(S(=O)(=O)NNC(=O)c2cccnc2)cc1	0.1	-2	0	2	.	-1	1	5
O=C(Cn1c(-c2cncs2)nc2ccccc21)NCCc1ccccc1	0.2	-1	29	-5	5	2	-6	-2
CCOc1ccc(N(CC(=O)NC2CCCCCC2)S(=O)(=O)c2ccccc2)cc1	0.1	12	-12	1	.	-1	4	3
CCC(C)(C)C1CCc2c(sc(N)c2C(N)=O)C1 (configuration not stated)	0.4	-1	45	-7	13	2	.	3
CCn1nc(NS(=O)(=O)c2ccc(NC(C)=O)cc2)c2cc3ccc(C)cc3nc21	0.1	-1	-4	-3	2	-1	16	2
Cn1nnnc1SCC(=O)Nc1ccc(Br)cc1Br	0.0	-1	6	1	4	1	-12	0
O=C(Cn1ncc2c3ccccc3n(Cc3ccccc3F)c2c1=O)N1CCN(c2ccccn2)CC1	0.1	1	-14	-2	10	0	17	2
COc1ccccc1CCC(=O)Nc1ccc2c(c1)c(=O)n(C)n2Cc1cccc(C(F)(F)F)c1	0.1	2	-9	-2	-11	2	12	17
COc1ccccc1C(O)(C(=O)NN(C(=O)c1ccccc1)c1ccccc1C)c1cccs1 (configuration not stated)	.	0	3	.	17	.	5	.
CCC(=O)N1CC2(CCN(C(=O)CN3CCOCC3)CC2)c2c([nH]c3cc(OC)ccc23)[C@H]1CO	0.8	.	.	-4	7	-15	-9	2
CCOC(=O)/C(=N/Nc1ccccc1)N1CCCc2ccccc21	0.0	.	6	.	-4	.	9	.
CC(=O)N1C(=O)C2(Nc3ccccc3N2)c2ccccc21	.	-2	-1	.	0	.	7	.
COCC#Cc1ccc2c(c1)O[C@@H](CN(C)CC1CCOCC1)[C@@H](C)CN([C@H](C)CO)S2(=O)=O	-0.3	4	-11	-4	1	6	-7	1
COc1ccc(OC)c(NC(=O)NCCc2cccc(Cl)c2)c1	-0.1	.	.	-6	-13	-1	-21	0
COc1ccc(-c2noc(CNS(=O)(=O)c3ccccc3)n2)cc1	-0.2	4	.	10	.	-3	-17	-5
C[C@@H]1CCCCO[C@H](CN(C)Cc2ccc(C(F)(F)F)cc2)[C@H](C)CN([C@H](C)CO)C(=O)c2cc(NC(=O)Nc3ccc(F)cc3)ccc2O1	0.4	43	.	6	4	-4	-14	0
O=C(O)c1n[nH]c2c1CC(C1CCCCC1)CC2 (configuration not stated)	0.1	-1	.	-5	-16	0	.	2
O=C(CSc1nnc(-c2ccc(Br)cc2)o1)Nc1cccc2ccccc12	.	-2	-33	-5	2	-7	-6	-1
COc1cccc(/C=C2/Sc3ccc(C(=O)NCCN4CCCCCC4)cc3NC2=O)c1	0.1	-3	23	0	-31	2	-3	-1
CSCCC(NC(=O)COc1ccccc1)C(=O)N(C)Cc1c(F)cccc1Cl (configuration not stated)	0.0	-1	-14	-5	10	-3	23	0
COc1ccccc1C(=O)N/C(=C/c1ccccc1)C(=O)NC(CCSC)C(=O)O (configuration not stated)	.	-1	-19	-2	-4	0	18	3
CCCCCN(C(=O)CCC(=O)OCc1cccc(C)c1)c1c(N)n(CCCC)c(=O)[nH]c1=O	0.2	-1	4	4	.	-1	17	0
CCCCN(C(=O)Oc1ccccc1)C1CCS(=O)(=O)C1 (configuration not stated)	-0.1	.	.	0	-13	-9	4	5
Cc1cc(N/N=C/c2ccc(O)cc2)c2cccc(C)c2n1	0.8	-1	1	21*	.	-2	-3	5
CO[C@@H]1CN(C)C(=O)c2cc(NS(=O)(=O)c3ccccc3)ccc2OC[C@H](C)N(Cc2cccnc2)C[C@@H]1C	0.6	-2	5	0	-3	18	-2	-1
Cc1cccc(C(=O)N[C@H](C(=O)Nc2ccc(C)c(S(=O)(=O)N3CCOCC3)c2)C(C)C)c1	0.4	-1	-4	-3	0	-3	-4	-1
O=C(NC(=S)Nc1ccc(Br)cn1)c1cccnc1	0.2	.	.	-1	.	24	-59	0

An excerpt from above in order of the S100A4 MyoIIA value, high to low.
| smiles | S100A4 MyoIIA |
| --- | --- |
| CO[C@@H]1CN(C)C(=O)c2cc(NS(=O)(=O)c3ccccc3)ccc2OC[C@H](C)N(Cc2cccnc2)C[C@@H]1C | 18 |
| COc1ccccc1C(=O)N/C(=C/c1ccccc1)C(=O)NC(CCSC)C(=O)O (configuration not stated) | 0 |
| CCC(=O)N1CC2(CCN(C(=O)CN3CCOCC3)CC2)c2c([nH]c3cc(OC)ccc23)[C@H]1CO | -15 |

Next section
SMILES	Xi reactivation	Cneo AK release	C2C12 statin	SIRT5 inh	PGC1a acetyl inh	S100A4 MyoIIA	LGR2 antag	ERAP1 HTS inh
Cn1cccc1C(=O)NCc1ccc(S(N)(=O)=O)cc1	0.1	4	15	0	.	1	3	-1
O=CNc1cc(-c2ccc(C(=O)NC3CC3)cc2)cn2c(-c3ccc(F)c(Cl)c3)cnc12	-0.1	-8	-28	-1	.	-3	-23	-4
COc1ccc(NC(=O)C2(C)Cc3c(-c4ccc5c(c4)OCO5)ccnc3O2)cn1 (configuration not stated)	0.3	-1	-42	.	-18	0	-59	-3
Cc1cc(C)cc(NC(=S)N2CCN(c3ncc(C(F)(F)F)cc3Cl)CC2)c1	0.7	.	.	-4	.	-4	6	.
C[C@H]1CCCCO[C@@H](CN(C)Cc2ccc3c(c2)OCO3)[C@@H](C)CN([C@@H](C)CO)C(=O)c2cc(NS(C)(=O)=O)ccc2O1	0.2	43	7	-3	-8	-37	4	-3
CC(=O)Nc1cccc(C(=O)NCC2(N3CCCCC3)CCCCC2)c1	0.5	.	.	-5	0	0	-6	6
COc1ccc(Br)cc1/C=N/NC(=O)c1cccnc1	0.1	-1	1	-4	5	1	1	-1
CC1(C(=O)NS(=O)(=O)c2cccc(C#N)c2)CCN1C(=O)CC1CC1 (configuration not stated)	0.0	-22	4	-6	.	-3	-3	2
O=C(N[C@H]1CC[C@H](CCNS(=O)(=O)c2ccc(F)cc2)O[C@@H]1CO)C1CC1	-0.9	-2	11	9	1	-3	5	1
Cc1ccc(C(OCC(O)CN2CCCCC2)c2ccccc2)cc1 (configuration not stated)	0.1	1	11	-2	.	-43	7	-8
CN(CCC1CCCCO1)C(=O)c1cc(COc2ccc(F)cc2F)on1 (configuration not stated)	0.0	-2	-6	-6	4	-1	1	2
COC(=O)CCC(=O)N1CCCC(C(=O)c2cc(F)ccc2F)C1 (configuration not stated)	0.0	0	-9	7	1	-1	-1	-1
OCC[C@@H]1C[C@H](O)[C@@H](O)[C@@]2(Cc3ccccc3O2)O1	0.0	-1	-12	.	-9	30	-11	-3
CC(=O)c1c(O)c(C)c(O)c2c1OC1=Cc3c(c(C)nn3C)C(=O)C12C (configuration not stated)	0.0	2	-4	-3	-5	9	7	1
COc1ccc(C(C(=O)NC2CCCC2)N(C(=O)c2csnn2)C2CC2)cc1 (configuration not stated)	0.0	-1	12	0	3	-1	0	-1
Cc1ccc(S(=O)(=O)N2CCN(C(=O)CSc3ccccn3)CC2)c(C)c1	-0.1	4	21	0	6	3	23	3
COc1cc(NC(=O)c2cc3c(=O)n(C)c4ccccc4c3n2C)cc(OC)c1OC	0.2	1	-2	.	4	13	4	.

High-throughput results (PubChem BioAssay)
